Bioassay records deposited in PubChem BioAssay by Broad Institute.
esBAF inh = Bmi1 luciferase reporter increase in mESCs, primary screen, esBAF inhibitor project, mouse ES cells, Bmi1 luciferase knock-in, single point; reporter increase, % at 12.5 µM; 24 h; 100% = twice the neutral-well signal; AID 602393, 2012; 350,000 tested, 2% active; in the data active = activation above about 40%; inconclusive = no clear call, values can overlap the other calls;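 also: 0% = median of the plate's neutral control wells and 100% = double that signal; a rise in the Bmi1 reporter signal indicates esBAF inhibition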
ERAP1 HTS inh = human ERAP1 aminopeptidase inhibitors, primary screen, biochemical, single point, plate reader; inhibition, % at 10.7 µM; AID 652197, 2013; recombinant ERAP1, Leu-AMC fluorescence, 60 min; 340,000 tested, 0.15% active; Endoplasmic reticulum aminopeptidase 1 (Homo sapiens), Q9NZ08;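 active = mean replicate inhibition of at least 30%, or all replicates individually reaching that 30% level; inactive = mean below 30% and not every replicate reaching it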;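 also: 0% = neutral control wells and 100% = L-leucinethiol positive control wells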
Target sequence (Q9NZ08 whole entry, looked up): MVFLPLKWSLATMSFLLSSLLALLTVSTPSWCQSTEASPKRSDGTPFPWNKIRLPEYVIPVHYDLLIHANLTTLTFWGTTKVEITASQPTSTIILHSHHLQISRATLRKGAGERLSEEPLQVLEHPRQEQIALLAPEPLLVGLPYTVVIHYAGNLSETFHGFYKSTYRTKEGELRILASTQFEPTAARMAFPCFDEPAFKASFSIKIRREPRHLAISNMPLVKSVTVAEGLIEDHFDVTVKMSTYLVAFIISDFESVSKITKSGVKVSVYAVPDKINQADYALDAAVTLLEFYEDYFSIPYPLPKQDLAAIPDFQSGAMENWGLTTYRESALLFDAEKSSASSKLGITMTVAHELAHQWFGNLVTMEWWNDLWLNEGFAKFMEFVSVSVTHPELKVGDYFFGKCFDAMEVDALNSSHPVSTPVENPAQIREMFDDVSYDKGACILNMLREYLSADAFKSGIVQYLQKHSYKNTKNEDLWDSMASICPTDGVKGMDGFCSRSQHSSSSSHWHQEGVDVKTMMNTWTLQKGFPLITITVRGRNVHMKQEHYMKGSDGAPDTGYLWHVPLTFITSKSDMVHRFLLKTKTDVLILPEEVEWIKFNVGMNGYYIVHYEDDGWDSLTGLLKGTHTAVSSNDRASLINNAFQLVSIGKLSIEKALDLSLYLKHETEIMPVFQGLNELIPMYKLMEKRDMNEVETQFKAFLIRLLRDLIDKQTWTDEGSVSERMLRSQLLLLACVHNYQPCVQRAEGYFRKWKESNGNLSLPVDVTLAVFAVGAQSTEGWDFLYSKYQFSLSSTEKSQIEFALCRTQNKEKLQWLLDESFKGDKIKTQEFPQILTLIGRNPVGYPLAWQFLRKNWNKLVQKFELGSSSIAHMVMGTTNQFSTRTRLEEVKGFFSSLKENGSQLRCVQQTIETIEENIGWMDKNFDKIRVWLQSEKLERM
Xi reactivation = activators of inactive X chromosome reactivation, primary screen, imaging, XiGFP fibroblasts, GFP high-content imaging, set 2; XiGFP mouse fibroblasts, % GFP-positive cells imaging, 3 d; cells co-treated with 5-aza-dC sensitizer; scaled so ellipticine positive control = 100%; activation, % at 7.58 µM; 360,000 tested, 0.055% active;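 active = mean normalized replicate activation at least 10% and every replicate at or above 10%; inconclusive = only one of the two criteria met; inactive = mean below 10% and not all replicates reach 10%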;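 also: 0% = median of on-plate neutral control wells and 100% = ellipticine 6 µM median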
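Assay system: SV40-immortalized XiGFP fibroblast cells, line 68-5-11; buffer or medium: DMEM plus 5-aza-dC sensitizer; compound: one concentration, pinned; timing: compounds 3 days, fix/stain 15 min at room temperature; benchmarks: positive control ellipticine, 6 µM final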
RAD52 anneal inh = RAD52 DNA annealing inhibitors, primary screen, biochemical, FRET, single point, set 2; recombinant RAD52 DNA annealing, FRET fluorescence; DNA repair protein RAD52 homolog (Homo sapiens), P43351; 360,000 tested, 0.46% active; inhibition, % at 18.7 µM;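 active = every replicate showing at least 50% inhibition; inconclusive = mean inhibition at least 50% but not in every replicate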
RAD54 inh = inhibitors of human RAD54 branch migration, primary screen, biochemical, fluorescence, single point; DNA repair and recombination protein RAD54-like (Homo sapiens), Q92698; RAD54 Holliday junction branch migration, FAM/BHQ fluorescence; inhibition, % at 10.4 µM; 360,000 tested, 0.14% active; AID 602329, 2012;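 active = mean normalized replicate activity at least 40 and at least half of replicates scoring 40 or more; inconclusive = only one of the two criteria met; inactive = mean below 40 and under half of replicates reaching 40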;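 also: 0% = median of neutral control wells and 100% = median of positive control wells; inhibitors cause a drop in the FAM fluorescence signal; in these data hits start at about 50%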
ERp5 inh = inhibitors of ERp5-driven insulin aggregation, primary screen, biochemical, turbidity, absorbance 650 nm, single point | inhibition, % at 9.99 µM | 350,000 tested, 0.05% active | Protein disulfide-isomerase A6 (Homo sapiens), Q15084 | 90 min;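 active = mean replicate inhibition above about 25%, with every replicate also reaching it, limit read from the data, passing the limit was not always enough; inconclusive = only one of those two criteria met; inactive = neither criterion met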
E-selectin induc = E-selectin induction in HUVECs, primary screen, imaging, HUVEC, immunofluorescence imaging, single point; P16581; normalized: neutral wells 0, TNF-alpha wells 100; activation, % at 7.58 µM; 260,000 tested, 0.37% active;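 active = mean E-selectin-positive cell signal at least 10% of the positive control, reached in at least 60% of replicates, without over 20% cell loss; inconclusive = no rule given, readout overlaps actives, possibly toxicity-flagged; inactive = the rest, including those meeting only one limit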;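 also: in these data hits start at about 27%; measured in HUVEC primary endothelial cells; signal is the percent of cells scored E-selectin positive by PE staining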
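Read-out basis: % PE-positive cells; Test system: HUVEC primary endothelial cells; Technique: immunofluorescence imaging; Dosing: single-point compound dose.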
S100A4 inh HTS = inhibitors of S100A4-myosin IIA peptide binding, primary screen, biochemical, fluorescence polarization, TAMRA-MyoIIA peptide. inhibition, % at 10.7 µM. 360,000 tested, 0.14% active;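 active = mean inhibition of at least 70% across replicates, with every replicate also reaching that level; inconclusive = mean inhibition reaches 70% but some replicates fall short; inactive = mean inhibition below 70%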
Target sequence (P26447 whole entry, looked up): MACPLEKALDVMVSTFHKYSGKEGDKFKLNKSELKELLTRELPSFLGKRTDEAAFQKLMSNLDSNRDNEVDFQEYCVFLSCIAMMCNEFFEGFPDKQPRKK
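Material: S100A4 monomer protein / Buffer or medium: 50 mM HEPES pH 7.2, 10 mM CaCl2, 100 mM KCl / Times: 5 min incubation before reading / Benchmarks: neutral control DMSO, positive control TFP / Reagent: labelled myosin peptide probe, 5 nM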
* marks the source's active call; other numbers are inactive results; & = joins results of further samples.

CCN(C[C@H]1N[C@@](CC)(C(=O)OC)[C@H]2C(=O)N(C)C(=O)[C@@H]12)C(=O)c1ccc(F)cc1 was read as esBAF inh -1, ERAP1 HTS inh -2, Xi reactivation 0.0, RAD52 anneal inh -9, RAD54 inh -29, ERp5 inh -3, E-selectin induc -0.1 and S100A4 inh HTS -2.
Screening C[C@@H]1CN([C@@H](C)CO)C(=O)c2cc(NC(=O)Nc3ccc(C(F)(F)F)cc3)ccc2O[C@@H](C)CCCCO[C@H]1CN(C)C(=O)CCCN(C)C returned esBAF inh -4, Xi reactivation -0.7, RAD54 inh 25 and E-selectin induc 0.0.
For COc1ccc(Nc2nc(NCCO)nc(N3CCCC3)n2)cc1 the results were esBAF inh -11, ERAP1 HTS inh -3, Xi reactivation 0.0, RAD52 anneal inh -9, RAD54 inh -2, ERp5 inh -12, E-selectin induc -0.1 and S100A4 inh HTS -1.
Screening C[C@@H]1CN([C@@H](C)CO)C(=O)c2cc(NC(=O)NC3CCCCC3)ccc2O[C@H]1CN(C)C(=O)Nc1cccc2ccccc12 returned esBAF inh 2, ERAP1 HTS inh 0, Xi reactivation 0.0, RAD52 anneal inh 7, RAD54 inh -19, ERp5 inh 9, E-selectin induc -0.4 and S100A4 inh HTS 42.
Screening COc1ccc(CCNc2ncnc3c2c(C)c(C)n3CCO)cc1OC returned esBAF inh 13, ERAP1 HTS inh -2, Xi reactivation 0.1, RAD52 anneal inh -12, RAD54 inh 4, ERp5 inh 4, E-selectin induc 0.3 and S100A4 inh HTS -7.
O=C(NCc1ccccc1Cl)[C@H]1CCCN1C(=O)[C@H]1CCCN1C(=O)c1ccccc1 was read as ERAP1 HTS inh -1, Xi reactivation 0.7, RAD52 anneal inh -5, ERp5 inh -4, E-selectin induc -0.1 and S100A4 inh HTS -7.
`COc1ccc2cc(CCNS(=O)(=O)c3ccc(NC(C)=O)cc3)c(=O)[nH]c2c1` gave esBAF inh 4, ERAP1 HTS inh -4, Xi reactivation -0.1, RAD52 anneal inh 4, RAD54 inh 8, ERp5 inh 0 and S100A4 inh HTS 4.
CCOC1=C2CN(S(=O)(=O)c3ccc(C)cc3)[C@@H](c3ccccc3)C[C@H]2[C@H]2C(=O)N(c3ccccc3)C(=O)[C@H]2C1 was read as esBAF inh 5, Xi reactivation 0.0, RAD52 anneal inh -80, RAD54 inh 8, ERp5 inh 6, E-selectin induc -0.3 and S100A4 inh HTS -2.
`O=C(COC(=O)/C=C/c1ccc(F)cc1)Nc1cccc(S(=O)(=O)N2CCCC2)c1` gave ERAP1 HTS inh -4, Xi reactivation -0.1, RAD52 anneal inh -7, ERp5 inh -1, E-selectin induc 1.3 and S100A4 inh HTS -4.
`CC(=O)N[C@H]1CC[C@@H](CC(=O)NCc2ccc(Cl)cc2)O[C@H]1CO` gave esBAF inh 7, ERAP1 HTS inh -7, Xi reactivation -0.4, RAD52 anneal inh -7, RAD54 inh -2, ERp5 inh 1, E-selectin induc 0.1 and S100A4 inh HTS -49.
`Cc1ccc(NC(=O)COC(=O)CCOc2ccccc2C)cc1` gave esBAF inh -1, ERAP1 HTS inh 3, Xi reactivation 0.0, RAD52 anneal inh 0, RAD54 inh -9, ERp5 inh -1 and S100A4 inh HTS 1.
COc1ccc(CN(C)C[C@@H]2Oc3ccc(NC(=O)CCN4CCOCC4)cc3CC(=O)N([C@H](C)CO)C[C@H]2C)cc1 was read as esBAF inh 2, ERAP1 HTS inh -3, Xi reactivation 0.0, RAD52 anneal inh -11, RAD54 inh 10, ERp5 inh -6, E-selectin induc -3.4 and S100A4 inh HTS 48.
`Cc1nnc(SCC(=O)NCCN2C(=O)CSC2=O)n1-c1ccccc1` gave ERAP1 HTS inh 3, Xi reactivation 0.1, RAD52 anneal inh -4, ERp5 inh -3, E-selectin induc 1.2 and S100A4 inh HTS 12.
For C[C@H](CO)N1C[C@H](C)[C@@H](CN(C)C(=O)Nc2ccc(C(F)(F)F)cc2)Oc2c(NS(=O)(=O)c3ccc(F)cc3)cccc2C1=O the results were esBAF inh -2&3, ERAP1 HTS inh 2&7, Xi reactivation 0.1&0.1, RAD52 anneal inh -5&5, RAD54 inh 5&10, ERp5 inh 0&4, E-selectin induc 0.0&0.7 and S100A4 inh HTS 1&1.
`Cn1c(=O)[nH]c(=O)c2c1nc([N+](=O)[O-])n2Cc1ccccc1` gave Xi reactivation 1.5, RAD52 anneal inh -20, ERp5 inh 3, E-selectin induc -0.2 and S100A4 inh HTS -17.
For O=C(O)c1cc(-c2ccc(/C=C3/SC(=S)N(Cc4ccccc4)C3=O)o2)ccc1Cl the results were esBAF inh 54*, ERAP1 HTS inh -55, Xi reactivation 0.3, RAD52 anneal inh -343, RAD54 inh -59, ERp5 inh -3 and S100A4 inh HTS -4.
COc1ccccc1NC(=O)N1CCCCN2[C@H](CO)[C@H](c3ccc(C#Cc4ccccc4)cc3)[C@@H]2C1 was read as ERAP1 HTS inh 1, Xi reactivation 0.4, RAD52 anneal inh -16, RAD54 inh -2, ERp5 inh 1, E-selectin induc 0.1 and S100A4 inh HTS -3.
For Cc1ccc(CNS(=O)(=O)c2ccc3c(c2)NC(=O)CS3)cc1 the results were esBAF inh -6, ERAP1 HTS inh -3, Xi reactivation 0.0, RAD52 anneal inh -11, RAD54 inh -3, ERp5 inh 0 and S100A4 inh HTS -6.
Screening CO[C@@H]1CN(C)C(=O)c2cc(NC(=O)C3CC3)ccc2OC[C@H](C)N(C(=O)c2ccccc2F)C[C@H]1C returned esBAF inh -3, ERAP1 HTS inh -2, Xi reactivation 0.2, RAD52 anneal inh -8, RAD54 inh 2, ERp5 inh 0, E-selectin induc 0.0 and S100A4 inh HTS -8.
For CO[C@H]1CN(C)C(=O)c2ccc(NC(=O)c3ccccc3F)cc2OC[C@H](C)N(C)C[C@H]1C the results were esBAF inh 5, Xi reactivation 0.3, RAD54 inh -1 and E-selectin induc -0.2.
`COc1ccc(NC(=O)CN(C)C(=O)CCCc2nc3ccccc3s2)cc1` gave ERAP1 HTS inh -6, Xi reactivation 0.0, RAD52 anneal inh -3, ERp5 inh 3, E-selectin induc 0.1 and S100A4 inh HTS 0.
`CCCCN(CC)CCNC(=O)CNC(=O)Cn1ccc2ccccc2c1=O` gave ERAP1 HTS inh 9, Xi reactivation 0.1, RAD52 anneal inh -19, ERp5 inh 4 and S100A4 inh HTS 3.
O=C(NC(=S)NC1CCS(=O)(=O)C1)c1ccccc1 (configuration not stated) was read as ERAP1 HTS inh -5, Xi reactivation 0.0, RAD52 anneal inh -4, RAD54 inh -8, ERp5 inh 6, E-selectin induc 2.3 and S100A4 inh HTS 3.
CCCC(=O)N1CCCC1(C)C(=O)NCCc1ccccn1 (configuration not stated) was read as esBAF inh -1, ERAP1 HTS inh 3, Xi reactivation 0.3, RAD52 anneal inh -3, RAD54 inh -3, ERp5 inh 1, E-selectin induc 1.0 and S100A4 inh HTS -16.
For COc1cc(N)c2ncccc2c1Br the results were esBAF inh -2, ERAP1 HTS inh -2, Xi reactivation 0.2, RAD52 anneal inh -51, RAD54 inh -1, ERp5 inh 1, E-selectin induc -0.1 and S100A4 inh HTS -1.
Cn1nc(C(=O)NC2CCCC2)c2ccccc2c1=O was read as esBAF inh -3, ERAP1 HTS inh 1, Xi reactivation 0.0, RAD52 anneal inh -14, RAD54 inh 7, ERp5 inh -3 and S100A4 inh HTS -5.
Screening CC(C)(C)c1cc(NC(=O)COC(=O)c2ccccc2O)n(-c2ccccc2)n1 returned esBAF inh -1, ERAP1 HTS inh 1, Xi reactivation 0.0, RAD52 anneal inh -13, RAD54 inh -5, ERp5 inh -5, E-selectin induc 0.4 and S100A4 inh HTS 2.
Screening CCc1nc2cccnc2n1-c1ccc(CC(=O)O)cc1 returned esBAF inh 1, ERAP1 HTS inh 0, Xi reactivation -0.1, RAD52 anneal inh -31, RAD54 inh -9, ERp5 inh -1, E-selectin induc 0.4 and S100A4 inh HTS 7.
Screening Cc1ccc(C(=O)NCC(=O)OCC(=O)Nc2ccccc2[N+](=O)[O-])cc1 returned esBAF inh -6, ERAP1 HTS inh -5, Xi reactivation 0.0, RAD52 anneal inh 4, RAD54 inh 5, ERp5 inh 4, E-selectin induc -8.8 and S100A4 inh HTS -4.
For O=C(CCCCCN1C(=O)c2cccc([N+](=O)[O-])c2C1=O)NCCc1ccccc1 the results were esBAF inh 2, ERAP1 HTS inh -1, Xi reactivation 0.3, RAD52 anneal inh -65, RAD54 inh -3, ERp5 inh 0, E-selectin induc -0.1 and S100A4 inh HTS -8.
O=C1NC[C@@H](CCCCN2C[C@H](Cc3ccc(O)cc3)N(Cc3ccccc3)C(=O)C2=O)N(CCc2ccc(O)cc2)C1=O was read as ERAP1 HTS inh 0, Xi reactivation 0.2, RAD52 anneal inh -6, ERp5 inh 3, E-selectin induc -0.1 and S100A4 inh HTS 0.
Screening COCCNc1nc(NCCNC(C)=O)c2sc(-c3ccccc3)cc2n1 returned esBAF inh -6, ERAP1 HTS inh 2, Xi reactivation 0.5, RAD52 anneal inh 20, RAD54 inh -5, ERp5 inh -2, E-selectin induc 3.0 and S100A4 inh HTS 0.
For C[C@@H]1CN([C@H](C)CO)C(=O)c2cccc(NC(=O)c3nc4ccccc4s3)c2O[C@H]1CN(C)Cc1ccc(Oc2ccccc2)cc1 the results were esBAF inh 1, ERAP1 HTS inh -1, Xi reactivation 0.1, RAD52 anneal inh -8, RAD54 inh -2, ERp5 inh -6, E-selectin induc -4.4 and S100A4 inh HTS 24.
CC(=O)Nc1sc(/C(C#N)=C/c2ccc(Cl)c(Cl)c2)nc1-c1ccc(C)cc1 was read as ERAP1 HTS inh -2, Xi reactivation inconclusive, RAD52 anneal inh -144, ERp5 inh -5 and S100A4 inh HTS -9.
`CN(C)Cc1nnnn1-c1ccccc1` gave esBAF inh -5, Xi reactivation 0.2, RAD52 anneal inh -7, RAD54 inh 6, ERp5 inh 1 and S100A4 inh HTS 1.
Screening CN1C(=O)CC(C(=O)O)SC1=Nc1ccc(F)cc1 (configuration not stated) returned ERAP1 HTS inh -1, RAD52 anneal inh -4, ERp5 inh -2 and S100A4 inh HTS 1.
Screening CCn1c(SCC(=O)NCC2CCCO2)nnc1-c1ccc(S(=O)(=O)N2CCN(C)CC2)cc1 (configuration not stated) returned ERAP1 HTS inh -2, Xi reactivation 0.5, RAD52 anneal inh -14, ERp5 inh 0, E-selectin induc -1.3 and S100A4 inh HTS -4.
